S1P4 antag: antagonists of human S1P4 receptor; O95977; S1P4-expressing cells, antagonist mode, reporter read-out; inhibition, % at 4.98 µM; actives 0.26% (n = 220,000); AID 1510; in the data active = inhibition above about 29%;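 note: 0% = wells stimulated with agonist and 100% = vehicle wells without agonist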
Calpain2 inh: calpain II (pig) inhibition. purified calpain II, fluorogenic peptide substrate, 30 min. inhibition, % at 16 µM. actives 0.37% (n = 220,000). AID 1236;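 active = inhibition above about 50%, limit read from the data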
S1P4 ag: human S1P4 receptor agonism | O95977 | S1P4-expressing cell line, agonist reporter assay | activation, % at 4.98 µM | actives 0.35% (n = 220,000) | AID 1509; in the data active = activation above about 11%;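 note: 0% = DMSO vehicle and 100% = reference agonist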
Ba/F3 V617F tox: lowers viability of Ba/F3 cells expressing EpoR and JAK2V617F | ATP luminescence | inhibition, % at 5.6 µM | actives 1.1% (n = 220,000);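 active = inhibition above the campaign mean plus 3 SD over all tested compounds, cut at about 24% in these data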;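 note: cytokine-independent growth of Ba/F3 cells driven by EpoR plus mutant JAK2; 0% = DMSO-treated cells and 100% = JAK inhibitor I control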
EP2 mod: modulates human prostaglandin E2 receptor EP2 signaling. P43116. EP2-expressing cells, cAMP HTRF FRET, PGE2 co-stimulation. induction, % at 25 µM. actives 0.83% (n = 260,000). AID 940;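 active = compounds whose cAMP rise, as percent of the full-agonist control response, exceeds 60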;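 note: rat C6 glioma line stably carrying human EP2 under a CMV promoter; the protocol text gives 20 µM as final concentration; 100% = response of wells given 1 µM PGE2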
PERK inh: blocks human PERK kinase; inhibition, % at 5.6 µM; AID 1416; Q9NZJ5; actives 0.17% (n = 220,000); CHO PERK-DD fusion, SEAP luminescence translation reporter;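 active = inhibition above the mean inhibition of all tested compounds plus 3 SD, set separately per screening campaign, cut at about 2.9% in these data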;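 note: PERK kinase domain activated by AP20187 dimerizer at 100 nM; 0% = DMSO with dimerizer and 100% = rapamycin at 8.4 µM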
Target sequence (Q9NZJ5 whole entry, looked up, the tested form may be a part): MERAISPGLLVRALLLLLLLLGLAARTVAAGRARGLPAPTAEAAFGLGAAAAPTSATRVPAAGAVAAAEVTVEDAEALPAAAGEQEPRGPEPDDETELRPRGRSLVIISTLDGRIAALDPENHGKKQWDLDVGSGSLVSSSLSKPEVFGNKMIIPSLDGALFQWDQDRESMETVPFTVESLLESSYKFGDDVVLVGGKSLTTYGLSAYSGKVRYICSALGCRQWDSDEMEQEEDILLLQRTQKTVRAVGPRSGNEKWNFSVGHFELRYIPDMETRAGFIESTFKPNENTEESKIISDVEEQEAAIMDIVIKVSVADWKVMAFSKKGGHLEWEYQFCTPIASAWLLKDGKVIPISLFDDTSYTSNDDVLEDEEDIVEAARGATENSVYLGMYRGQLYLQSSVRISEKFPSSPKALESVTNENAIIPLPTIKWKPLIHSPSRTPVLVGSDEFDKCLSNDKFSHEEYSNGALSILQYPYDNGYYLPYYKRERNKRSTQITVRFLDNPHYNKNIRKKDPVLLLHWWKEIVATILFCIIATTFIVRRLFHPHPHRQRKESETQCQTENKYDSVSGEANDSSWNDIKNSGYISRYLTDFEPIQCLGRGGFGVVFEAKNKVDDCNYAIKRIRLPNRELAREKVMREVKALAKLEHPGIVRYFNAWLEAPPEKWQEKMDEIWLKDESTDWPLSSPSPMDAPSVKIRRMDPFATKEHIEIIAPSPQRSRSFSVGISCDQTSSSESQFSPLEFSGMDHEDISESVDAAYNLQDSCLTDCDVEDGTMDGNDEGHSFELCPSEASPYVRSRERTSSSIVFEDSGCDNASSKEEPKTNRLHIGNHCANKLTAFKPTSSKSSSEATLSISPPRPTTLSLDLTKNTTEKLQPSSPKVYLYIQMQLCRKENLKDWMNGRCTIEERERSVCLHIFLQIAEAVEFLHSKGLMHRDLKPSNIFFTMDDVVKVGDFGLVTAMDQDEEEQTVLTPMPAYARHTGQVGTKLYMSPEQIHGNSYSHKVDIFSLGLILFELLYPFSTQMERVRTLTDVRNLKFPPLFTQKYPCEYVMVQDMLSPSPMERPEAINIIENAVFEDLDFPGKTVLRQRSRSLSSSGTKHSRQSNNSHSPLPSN
TRPML3 ag: human mucolipin-3 channel agonism. HEK293 TRPML3-YFP, Fluo-8 calcium fluorescence; 100% = the carbachol control signal. activation, % at 3 µM. actives 0.29% (n = 220,000). Q8TDD5;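 active = activation above its plate's cutoff, the mean activation of the plate's test wells plus 3 SD, cut at about 12% in these data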;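 note: 0% = DMSO only wells and 100% = carbachol wells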
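Test system: HEK293 cells stably carrying human TRPML3-YFP; Doses: single dose, 3 µM final nominal compound, 0.3% DMSO final; Schedule: dye loading 1 h 37 °C then 30 min ambient, 125 s read; Technique: Fluo-8 calcium fluorescence; Benchmarks: high control carbachol 87 µM, low control DMSO.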
BaF3 tox: parental Ba/F3 viability inhibition as JAK2V617F counter-screen; CellTiter-Glo ATP luminescence; inhibition, % at 5.6 µM; actives 1.1% (n = 220,000); AID 1486;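 active = inhibition above a per-campaign cutoff, the mean inhibition of all tested compounds plus 3 SD, cut at about 27% in these data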;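 note: 0% = DMSO wells and 100% = JAK Inhibitor I control wells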
zfTRPN1 agonist: zebrafish TRPN1 (NompC) channel agonism. HEK293 zebrafish TRPN1-YFP, Fluo-8 calcium fluorescence; 100% = response to 87 µM carbachol. activation, % at 3 µM. actives 0.18% (n = 220,000);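 active = activation above its plate's cutoff, the mean activation of test wells on that plate plus 3 SD, cut at about 19% in these data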;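 note: 0% = DMSO alone and 100% = 87 µM carbachol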
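Material: zebrafish TRPN1-YFP in HEK293 cells; Doses: single test compound dose, 3 µM nominal, 0.3% DMSO; Timing: dye loading 1 h at 37 °C, then 30 min room temperature; Technique: intracellular calcium fluorescence with Fluo-8; Benchmarks: high carbachol 87 µM, low DMSO alone.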
* marks the source's active call; other numbers are inactive results; . = no result given; & = joins results of further samples; ! = repeats disagree. Random draw from the library; about 3.6% have a hit in one of these screens.

SMILES | S1P4 antag | Calpain2 inh | S1P4 ag | Ba/F3 V617F tox | EP2 mod | PERK inh | TRPML3 ag | BaF3 tox | zfTRPN1 agonist
S=c1[nH]nc(-c2ccccn2)n1/N=C/c1ccco1 | -16 | -15 | 1.0 | -1 | -6 | 2.2 | 0.8 | -4 | 1.7
COc1ccc(N(CC(=O)N2CCC(Cc3ccccc3)CC2)S(C)(=O)=O)cc1 | 8 | 22 | 1.4 | 2 | -29 | -0.5 | 0.4 | 4 | 0.3
Clc1cccc(Nc2nc(-c3cccnc3)cs2)c1 | -14 | -17 | 2.7 | 2 | 26 | 0.0 | -1.1 | 7 | -1.9
O=C(c1ccc2[nH]c3c(c2c1)CCCC3)N1CCN(c2ccc(F)cc2)CC1 | -16 | -3 | -2.0 | 2 | -34 | -0.1 | 1.4 | 8 | 0.6
CCCc1nc2oc3c(NCC4CCCO4)ncnc3c2c2c1COC(C)(C)C2 (centres undefined) | -30 | -228 | 0.1 | 4 | 36 | -0.8 | 0.8 | 7 | 1.0
CCCCn1c(NC(=O)C2CCCCC2)nc2ccccc21 | -4 | -10 | -1.1 | -4 | 21 | -0.9 | 0.4 | 6 | -0.6
COc1ccccc1N1CCN(c2cc(N3CCCC3)nc(C)n2)CC1 | -21 | 6 | 0.4 | 1 | -1 | 2.4 | -0.9 | 4 | -0.2
CCCCOC(=O)Cn1c(=O)oc2ccc(C)cc21 | -21 | 0 | -2.5 | -1 | 4 | 1.2 | -0.6 | 3 | -0.7
COCCn1nnnc1CN1CCC(Cc2ccccc2)CC1 | -8 | -11 | -1.9 | 1 | 13 | 0.0 | 0.8 | 1 | 0.9
C/C(Cl)=C\Cn1c(Nc2ccc(C)cc2)nc2c1c(=O)n(C)c(=O)n2C | -3 | -19 | -1.1 | 3 | 36 | 0.7 | -0.1 | 6 | -0.2
COC(=O)c1ccccc1NC(=O)c1ccc2c(c1)OCCO2 | -2 | 35 | -1.1 | -1 | 13 | -0.6 | 0.1 | 3 | 0.0
O=C(CN(Cc1ccc(Cl)c(Cl)c1)S(=O)(=O)c1ccccc1)N/N=C\c1ccc2c(c1)OCO2 | -26 | 17 | 1.6 | 0 | 22 | 0.7 | 1.5 | 1 | 0.4
O=C(COc1ccccc1)NC(=S)Nc1ccc(Br)cn1 | 10 | -24 | 0.5 | 2 | -8 | 0.1 | 0.0 | -7 | 0.8
Brc1ccc(-c2cnnc(N3CCCC3)n2)cc1 | -4 | -34 | 1.0 | 6 | 50 | -0.6 | -0.4 | 5 | -0.4
Cn1nc(-c2ccc(N3CCOCC3)c(NC(=O)c3ccccc3)c2)c2ccccc2c1=O | -1 | . | 1.4 | -1 | . | 0.0 | 0.4 | 3 | 1.1
O=C(Nc1cccc(F)c1)/C(=C\c1ccco1)NC(=O)c1cccs1 | -7 | -9 | 0.5 | 1 | 10 | 0.4 | -0.3 | 3 | 0.9
O=C(NC(=S)Nn1cnc2c(cnn2-c2ccccc2)c1=O)c1ccc(Cl)cc1 | 2 | -45 | 0.3 | 2 | 8 | 0.9 | 0.6 | 5 | 1.3
CC(=O)Nc1ccc(S(=O)(=O)N(C)CC(=O)Nc2ccccc2N2CCOCC2)cc1 | -9 | -18 | 0.0 | -2 | -6 | 0.9 | 0.4 | -3 | 1.5
COc1ccc(NC(=O)C2CCCN(C)C2)cc1OCC(C)C (centres undefined) | 4 | -18 | 1.3 | 3 | -1 | -0.5 | 1.0 | 4 | 1.7
O=Cc1cn(CCC(=O)O)nc1-c1cccc2ccccc12 | -27 | -27 | -0.5 | -3 | 3 | 1.5 | 0.4 | 0 | -0.9
Cc1ccc(S(=O)(=O)n2nnc3ccccc32)c(C)c1C | -14 | 8 | -1.1 | -1 | 7 | 1.8 | 0.9 | 1 | 1.8
O=C(NCc1ccco1)c1cc(S(=O)(=O)N2CCOCC2)c(Cl)cc1Cl | -22 | -7 | 0.9 | 0 | 14 | 0.1 | 2.2 | 4 | -1.2
CCOC(=O)NC(=S)Nc1c(C)n(C)n(-c2ccccc2)c1=O | -7 | -4 | 0.5 | 3 | 19 | 2.8 | 1.1 | 11 | 2.0
COc1ccccc1C(=O)N1CCN(Cc2nc(CC3CC3)no2)CC1 | 1 | -18 | 0.1 | -2 | -4 | -0.1 | 0.5 | 2 | 1.1

Full records, quoted from the list.
O=Cc1cn(CCC(=O)O)nc1-c1cccc2ccccc12 is entered as S1P4 antag = -27; Calpain2 inh = -27; S1P4 ag = -0.5; Ba/F3 V617F tox = -3; EP2 mod = 3; PERK inh = 1.5; TRPML3 ag = 0.4; BaF3 tox = 0; zfTRPN1 agonist = -0.9
Cn1nc(-c2ccc(N3CCOCC3)c(NC(=O)c3ccccc3)c2)c2ccccc2c1=O is entered as S1P4 antag = -1; Calpain2 inh = .; S1P4 ag = 1.4; Ba/F3 V617F tox = -1; EP2 mod = .; PERK inh = 0.0; TRPML3 ag = 0.4; BaF3 tox = 3; zfTRPN1 agonist = 1.1

(listing goes on)
SMILES | S1P4 antag | Calpain2 inh | S1P4 ag | Ba/F3 V617F tox | EP2 mod | PERK inh | TRPML3 ag | BaF3 tox | zfTRPN1 agonist
FC(F)(F)c1cnc(Oc2ccccc2-c2nnc(-c3ccc(Cl)cc3)o2)c(Cl)c1 | -17 | 4 | -2.0 | -3 | 16 | 1.6 | 0.6 | 2 | -0.5
c1ccc(CSc2nncn2-c2ccccn2)cc1 | 3 | -26 | -0.8 | 1 | -4 | 0.8 | 0.3 | 3 | 0.6
CC(C)c1ccc(C2CC(=O)N3CN(C)CSC3=C2C#N)cc1 (centres undefined) | -10 | 4 | 0.8 | -2 | 12 | 0.7 | 0.5 | 4 | 0.5
CCOc1ccc(OCC)c(NC(=O)c2ccc(CNc3c(N4CCOCC4)c(=O)c3=O)cc2)c1 | -2 | -15 | 0.5 | -6 | 2 | 1.0 | 0.0 | 3 | -2.7
CCOc1ccc(N(CC(=O)OC)S(=O)(=O)c2c(C)noc2C)cc1 | -15 | -21 | 1.0 | -5 | -3 | -0.4 | -0.2 | 1 | -0.6
Cc1c(NC(=O)C2CC=CCC2C(=O)O)c(=O)n(-c2ccccc2)n1C (centres undefined) | -24 | -27 | -1.7 | 4 | 17 | 0.9 | 0.6 | 3 | 0.8
O=C(CSc1nc(-c2ccccc2)nc2ccc(F)cc12)Nc1ccc(C(=O)O)cc1 | -10 | -48 | -0.1 | -1 | 41 | 1.1 | 1.4 | 2 | -0.2
O=C(NCc1cccc(Cl)c1)c1ccc2nc[nH]c2c1 | -17 | 2 | 0.4 | -2 | 1 | 1.1 | 0.5 | 1 | 0.4
Brc1ccc(C2=CC(c3cccs3)n3ncnc3N2)cc1 (centres undefined) | -13 | -92 | 0.6 | -1 | -36 | -0.3 | 1.8 | 2 | 2.4
CCN1C(=O)C2(C(C(=O)c3ccc(C)o3)=C(O)C(=O)N2CCCN(C)C)c2ccccc21 (centres undefined) | -7 | 19 | 0.0 | -5 | 26 | 0.7 | 1.0 | -8 | 1.4
CN(C)CCCNS(=O)(=O)c1ccc(Cl)s1 | -7 | 17 | -0.8 | 3 | -17 | -0.4 | 0.7 | 16 | 1.6
O=C(NCCc1ccccc1)c1oc2ccccc2c1COc1ccccc1 | -1 | 8 | -0.1 | 3 | 40 | -0.4 | 2.1 | 8 | 2.7
COC(=O)c1cc(-c2c[nH]c3ccccc23)n[nH]1 | 6 | -17 | 0.1 | 2 | -6 | 0.2 | -0.3 | 2 | 1.9
Cc1cc(OCC(=O)Nc2ccncc2)cc(C)c1Br | -11 | 30 | 0.1 | -3 | -45 | -0.5 | 2.4 | 0 | 3.9
CC1=C(C(=O)OC(C)C)[C@@H](c2ccc(C)o2)NC(=O)N1 | 15 | 5 | 1.1 | 2 | 12 | -0.8 | 0.4 | 1 | -0.9
O=C(Nc1cccc(Cl)c1)C1CCCN(S(=O)(=O)c2ccc(F)cc2)C1 (centres undefined) | 12 | 9 | 1.8 | -2 | 5 | -0.3 | 0.0 | 2 | -1.1
Cc1c(C(=O)Nc2ccccc2)sc2nc3n(c(=O)c12)CCCCC3 | -9 | 5 | 0.2 | 2 | -41 | -0.4 | 1.1 | 6 | 1.7
CCOC(=O)c1ccc(NC(=S)NC(=O)c2nn(CC)cc2Br)cc1 | -11 | 39 | 0.0 | 0 | 17 | 1.0 | 0.5 | 7 | -0.5
Cc1cccc(NC(=O)CN2C(=O)N/C(=C\c3cccn3-c3cccc(C(=O)O)c3)C2=O)c1 | 5 | -41 | 0.1 | 2 | 22 | 0.7 | 0.7 | 6 | -1.1
Cc1ccc2c(c1)N(CCC(=O)NCCCOC(C)C)C(=O)C(C)O2 (centres undefined) | -10 | -13 | -0.2 | 1 | 11 | 0.5 | 0.5 | 5 | 0.9
O=C(NCCc1ccccc1)c1noc2c1CCc1ccccc1-2 | -1 | -6 | 0.1 | 7 | -67 | 0.6 | -0.1 | 5 | -0.8
CCOc1cc(/C=N/n2cnnc2)cc(Br)c1O | -15 | 3 | -1.4 | -1 | -1 | 1.6 | 0.8 | 5 | 0.8
CCOc1ccccc1NC(=S)NCC1CCCO1 (centres undefined) | 1 | 4 | -1.2 | 5 | 6 | 0.4 | 0.1 | 13 | 1.5
COc1ccc2ccc(=O)oc2c1CC=C(C)C | 11 | -11 | 0.2 | -3 | 67*! | 0.5 | -0.5 | 2 | -0.9
CCOc1ccc2c(c1)S/C(=C\c1cccs1)C(=O)N2 | -5 | -8 | 2.2 | 5 | 16 | -0.1 | 0.2 | 2 | 0.6
Cc1cc(C)cc(N(C(=O)Cc2cccs2)C(C(=O)NC2CCCCC2)c2ccccn2)c1 (centres undefined) | -4 | 1 | 0.2 | -1 | 44 | 0.3 | -0.6 | 3 | -0.8
CCOc1ccc(CN2CCN(Cc3cn(CC)nc3C)CC2CCO)cc1 (centres undefined) | 9 | -13 | -0.6 | 3 | 8 | -0.4 | 1.6 | 6 | 0.9
O=C(Nc1ccccc1)n1ccc(-c2ccc(-n3ccnc3)cc2)n1 | -15 | -13 | 1.7 | 0 | -67 | 1.2 | 0.7 | 1 | 1.6
N#CC1=C(N)Oc2cc(O)ccc2C1c1ccccc1 (centres undefined) | -22 | 15 | 0.9 | 4 | -6 | -0.7 | 0.8 | 8 | 3.5
CCOc1ccc(C2C3=C(CCCC3=O)Nc3nc(C(F)(F)F)nn32)cc1OC (centres undefined) | -2 | -16 | -0.2 | -3 | 18 | 0.2 | 1.1 | 6 | 1.8
CCN1C(=O)/C(=C2/Sc3ccccc3N2CCCS(=O)(=O)O)SC1=S | -2&14 | 0&-47 | 0.4&-2.3 | 6&1 | -32&9 | 0.7&0.5 | 0.9&0.9 | 5&0 | 1.2&1.0
O=C(NCc1nnc(SCC(=O)N2CCC(Cc3ccccc3)CC2)o1)c1ccco1 | 4 | 28 | 0.9 | 4 | 10 | -0.1 | -0.4 | 7 | -0.4
NNC(=O)c1sccc1OCc1ccc(Cl)cc1 | -3 | 17 | -1.5 | -2 | -27 | 1.0 | 0.5 | 2 | -0.4
CC(C)CNC(=O)NC(=O)COc1ncnc2sccc12 | -9 | 1 | -0.3 | -3 | 14 | 0.9 | -0.4 | 0 | -0.1
CC(=O)Nc1ccc(N=NN2CCOCC2)cc1 | 0 | 20 | -1.8 | 5 | -6 | -0.3 | 0.4 | 3 | -0.1
CCn1c(O)c(/C=C2\C=NN=C2c2ccccc2)sc1=S | 4 | -16 | -0.4 | -2 | 11 | -0.3 | -0.5 | 4 | -1.3

Screening data as filed in PubChem BioAssay.
